High-throughput results: PubChem, several laboratories
XIAP displacement = XIAP antagonists, biochemical, IAP family, fluorescence polarization (AID 1018); E3 ubiquitin-protein ligase XIAP (Homo sapiens); XIAP BIR domain, fluorescence polarization peptide displacement; higher % means a stronger effect; displacement, % at 20 µM; hits with a dose series show IC50 in µM; 200,000 tested, 0.007% active; in the data active = displacement above about 50%; note: a part of the inactive calls stands beside numbers as strong as those of hits
WT yeast gro inh = growth inhibition of WT strain, primary screen, mitochondrial fusion inhibitor project, WT and mutant strains, chemical genetic. mitochondrial fusion phenotypic screen. inhibition, % at 10 µM. 190,000 tested, 2.1% active. AID 1362, 2008; in the data active = inhibition above about 58%; tested in S. cerevisiae
Ins promoter up = insulin promoter activators in MIN6 cells, imaging, high-content screening, mouse beta cells; MIN6 insulin promoter-GFP reporter; active compounds read high; z-score at 5 µM; 190,000 tested, 0.3% active; AID 1625, 2009;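 active = z-score above 3 at 5 µM with at least 500 cells counted in the well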
Autophagy mod = autophagy modulators in MEF cells, primary screen, imaging, high-content, MEF GFP-LC3 | 190,000 tested, 0.98% active | calls only at 10 µM (by protocol) | MEF GFP-LC3 puncta imaging; test concentration mostly 10 µM;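 active = percentage of spot-positive cells more than 3 SD above its plate mean, without a fluorescence outlier flag or 80% toxicity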;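 note: spot-positive cell cutoff set from DMSO-treated cells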
b-catenin transl = modulators of beta-catenin nuclear translocation, primary screen, imaging, HeLa cells, immunofluorescence, high-content | nuclear translocation activity, % at 5 µM | 190,000 tested, 0.3% active;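 active = nuclear translocation activity above 50% at 5 µM, with a well cell count of 50 or more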;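 note: per-cell ratio of nuclear to cytoplasmic median beta-catenin stain intensity; plate controls were DMSO negative control for no effect and GSK-3 inhibitor IX positive control for full effect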
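Test system: HeLa cells, endogenous beta-catenin; Compound: single 5 µM dose plus 0.02–20 µM confirmation series; Times: compound exposure 24 h at 37°C; Signal: fluorescence imaging of beta-catenin antibody stain plus DAPI; Read-out: % activation, nuclear-to-cytoplasmic median beta-catenin signal ratio per cell.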
ER stress rescue = rescue of cells from ER stress-induced death, primary screen, 384-well, CSM14.1, thapsigargin, ATP luminescence (AID 1222); CSM14.1 thapsigargin-induced death rescue, ATP luminescence; higher % means a stronger effect; 190,000 tested, under 10 active; cellular ATP content (survival), % at 20 µM, or EC50 in µM where a hit was titrated;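 active = EC50 below 50 µM in the dose-response confirmation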;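 note: death triggered by thapsigargin at about 15 µM added after 2 h compound pretreatment; cell ATP read after overnight thapsigargin exposure of roughly 18 to 22 hours; normalized against plate controls of thapsigargin alone and 5% DMSO vehicle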
Dynein transport = inhibitors of GR-EGFP nuclear translocation, primary screen, dynein cargo transport inhibitor project, imaging, high-content, 3617.4 mouse cells; test concentration mostly 20 µM; stimulated with dexamethasone, 1 µM; active compounds read low; 220,000 tested, 0.47% active; z-score, hits read low;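 active = plate z-score of nuclear minus cytoplasmic receptor signal below a set negative limit, without overly bright fluorescence or cell loss, cut at about -3.5 in these data, passing the limit was not always enough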;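 note: z-score of nuclear minus cytoplasmic ring GR-EGFP intensity difference per well; some compounds called inactive have numbers as strong as hits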
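Buffer or medium: tet-free medium with charcoal-stripped serum / Also added: dexamethasone agonist, 1.0 µM final, for 30 min / Timing: induction 48 h, compound 1 h, agonist 30 min / Measured by: high-content fluorescence imaging after fixation / Read-out: nuclear-to-cytoplasmic GR-EGFP distribution per well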
MT stabilize HCS = microtubule stabilizers in HeLa cells, primary screen, imaging, high-content imaging | HeLa tubulin immunostaining HCS, 24 h; share of cells brighter than vehicle mean+2SD | % tubulin-high responders, % at 10 µM | 200,000 tested, 0.83% active | AID 2205, 2009;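 active = plate Z-score above 3 for both tubulin-high and condensed-nucleus cell shares, with cell loss under 80%, at 10 µM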;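 note: anti alpha tubulin signal scored within the nucleus-defined area of each cell; some results filed as inactive read as strong as hits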
Lipid droplet = inhibitors of hepatocyte lipid droplet formation, primary screen, imaging, high-throughput imaging, BODIPY stain | AML12 mouse hepatocytes, oleate lipid droplets | inhibition, % at 6.5 µM | 240,000 tested, 0.4% active | AID 1656, 2009;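 active = lipid droplet intensity inhibited by at least 50%, with more than 500 cells counted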
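Material – AML12 mouse liver cells · Also added – oleate loading, 100 µM · Compound dosing – 6.5 µM single-point dosing · Times – overnight treatment with compound plus oleate · Measured by – fluorescence imaging, 20x objective, two fields per well · Read-out – percent inhibition of filter-corrected integrated lipid droplet intensity per well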
WT yeast gro inh mutant strain = second read-out of WT yeast gro inh, no call of its own (marks repeat the call); inhibition, %; mitochondrial fusion phenotypic screen, mutant strain inhibition
Dynein transport cytoplasmic EGFP = further read-out of Dynein transport, marked with its call; z-score; measured here: cytoplasmic GR-EGFP intensity; active compounds read high
Dynein transport nuclear GR-EGFP = further read-out of Dynein transport, marked with its call; z-score; measured here: nuclear GR-EGFP intensity;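 lower value marks the stronger effect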
Dynein transport cell count = second read-out of Dynein transport, no call of its own (marks repeat the call); z-score; measured here: cell count per field
Ins promoter up cell count = further read-out of Ins promoter up, marked with its call; cell count; measured here: cytotoxicity, nuclei count;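 total cells summed across four imaged fields per well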
Lipid droplet cells 6.5 µM = further read-out of Lipid droplet, marked with its call; cell count; measured here: cell count, cytotoxicity flag;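 cells counted across two imaged fields per well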
b-catenin transl cell count 5 µM = second read-out of b-catenin transl, no call of its own (marks repeat the call); cell count; measured here: cell count, cytotoxicity flag
MT stabilize HCS Hoechst-high % = recorded beside MT stabilize HCS, whose call it bears; % Hoechst-high responders; measured here: nuclear condensation Hoechst responders;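 share of cells brighter than vehicle mean plus two SD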
MT stabilize HCS cytotoxicity % = also measured in MT stabilize HCS; calls as there; toxicity, %; measured here: cytotoxicity by cell density;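 0% = mean cell density of plate MIN control wells and 100% = no cells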
Autophagy mod cell loss 18 h = recorded beside Autophagy mod, whose call it bears; toxicity, %; measured here: cell loss, nuclei count;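 cell loss after 18 h compound exposure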
Active calls of the source: *; i = inactive; nt = not tested or not shown.

Value order – XIAP displacement	WT yeast gro inh	WT yeast gro inh mutant strain	Ins promoter up	Ins promoter up cell count	Autophagy mod	Autophagy mod cell loss 18 h	b-catenin transl	b-catenin transl cell count 5 µM	ER stress rescue	Dynein transport	Dynein transport cytoplasmic EGFP	Dynein transport nuclear GR-EGFP	Dynein transport cell count	MT stabilize HCS	MT stabilize HCS Hoechst-high %	MT stabilize HCS cytotoxicity %	Lipid droplet	Lipid droplet cells 6.5 µM
Cc1ccc(C(C(=O)NC2CCCC2)N(C(=O)CNC(=O)c2cccs2)c2cccnc2)o1 (stereo not drawn)
→ -2.2%	3	10	nt	nt	i	-5	-1.7	508	-2.3%	0.23	-0.17	0.55	-0.73	2.7	1.1	5.1	-6	739
CC(C)OC(=O)c1c(NC(=O)CCn2nnc3ccccc32)sc2c1CCCC2
→ -4.9%	-16	-3	0.19	1193	i	-2	-0.9	1120	nt	-0.85	-0.19	-0.21	1.4	2.3	1.8	3.5	-26	612
COC(=O)c1nn(-c2nc(-c3ccc(OC)c(OC)c3)cc(C(F)(F)F)n2)cc1[N+](=O)[O-]
→ 0.1%	4	14	-0.52	1339	i	2	-1.5	1169	0.8%	-0.17	-0.27	0.72	-1.1	1.3	2.6	1.8	5	786
COc1cc(-c2cc(=O)c3c(O)c(OC)c(OC)c(OC)c3o2)cc(OC)c1OC
→ nt	nt	nt	0.52	615	nt	nt	0.6	1069	nt	-1.1	-0.68	-0.37	1.4	nt	nt	nt	14	694
Cn1c(=O)c2c(nc(SCC(=O)c3ccc(F)cc3)n2C)n(C)c1=O
→ -4.0%	-12	-12	-0.16	1188	i	-13	-1.1	1539	-0.9%	-0.011	-0.19	0.033	-0.27	1.3	2.3	3.8	5	690
Cc1cc(NC(=S)NC(=O)c2ccco2)c2ccccc2n1
→ -9.5%	21	25	0.29	1261	i	-5	0.3	1018	-0.4%	-0.98	-0.22	-0.73	0.34	0.9	2.5	5.3	4	669
COc1ccc(S(=O)(=O)N2CCOCC2)cc1NC(=O)CCc1c[nH]c2ccccc12
→ -7.2%	-8	5	0.66	1185	i	7	-3.9	998	-1.4%	-0.36	-0.34	0.31	0.61	2.7	3.3	6.4	-10	682
CCOc1ccc(Cl)cc1CSc1ncn[nH]1
→ -21%	-7	-6	0	1257	i	6	3.2	509	-3.2%	0.95	-0.036	0.29	-0.97	3.0	1.8	8.1	2	629
CCCCn1nc2cc(C(=O)N(CC)c3ccc(OC)cc3)ccc2c1OCC
→ -6.2%	14	23	-3.8	585	i	-1	-2.0	1136	0.2%	0.36	-0.2	0.76	0.4	1.6	1.5	9.5	11	650
C=CCn1c(SCC(=O)c2[nH]c(C)c(C(C)=O)c2C)nnc1-c1ccncc1
→ -21%	5	6	-0.22	791	i	9	1.5	1046	0.4%	0.39	-0.18	0.087	0.084	3.3	1.5	16	10	772
CCS(=O)(=O)N1CCN=C1SCc1cccnc1
→ -2.3%	2	6	nt	nt	i	2	-0.4	1210	-1.6%	-0.32	-0.28	-0.058	0.59	2.3	1.6	7.1	13	730
O=C(O)C1CCCN1c1ncccn1 (stereo not drawn)
→ -4.2%	-4	1	-0.42	869	i	-3	-0.4	1101	0.0%	0.92	1.2	0.7	-1.5	2.3	1.4	3.9	6	758
Cc1onc(-c2ccc(Cl)cc2Cl)c1-c1csc(COc2ccccc2)n1
→ nt	nt	nt	-0.88	1369	nt	nt	9.2	939	nt	-0.15	-0.29	-0.095	0.6	nt	nt	nt	-25	658
COC(=O)C1=C(C)N(c2ccccc2)/C(=C/c2ccco2)C1=O
→ nt	nt	nt	-0.01	1114	nt	nt	0.5	1255	nt	0.67	-0.24	0.51	-0.41	nt	nt	nt	2	704
O=C1Nc2ccccc2OCc2c1cccc2[N+](=O)[O-]
→ -6.4%	-6	-12	-0.39	1593	i	1	-2.2	1116	-0.3%	0.54	-0.36	0.26	-0.4	3.0	2.0	9.3	9	673
O=C(COC(=O)c1cccnc1Nc1cccc(C(F)(F)F)c1)NCc1ccc2c(c1)OCO2
→ -6.1%	-17	-16	-0.7	1365	i	-26	-2.6	1400	1.0%	1.2	0.7	2	-1.8	4.2	2.5	4.7	nt	nt
COc1ccc(OC)c(NC(=O)CN(C)CC(=O)Nc2ccccc2Br)c1
→ -4.5%	-3	-12	0.44	1458	i	0	-3.0	1089	1.0%	-0.54	-0.24	-0.21	0.95	1.9	3.3	6.9	3	687
COc1ccc(-c2cc(C(=O)NN)[nH]n2)cc1
→ -7.8%	6	-5	0.94	1329	i	7	-0.8	882	-3.8%	0.059	-0.18	-0.071	-0.37	2.7	3.1	4.8	-20	498
CCOc1cc(C2c3c(n[nH]c3C)C(=O)N2c2ccc(Br)cc2)ccc1O (stereo not drawn)
→ -12%	-8	12	1.3	1295	i	2	nt	nt	-3.2%	-0.41	-0.033	0.37	-1.1	1.9	2.3	3.5	-15	700
COc1ccc2oc(C(=O)c3ccccc3)c(N)c2c1
→ -4.9%	30	6	0.24	1561	i	-2	0.0	1299	-0.9%	0.11	-0.23	-0.59	-0.37	2.1	2.6	5.4	nt	nt
COc1ccc2c(c1)CCc1c(C(=O)NCc3ccc(Cl)cc3)noc1-2
→ 3.5%	7	11	nt	nt	i	3	nt	nt	-1.2%	-0.75	0.68	-0.05	0.55	2.1	2.9	11	6	709
O=C(Oc1cccc(-n2cnnn2)c1)c1sc2ccccc2c1Cl
→ -2.2%	-35	-12	0.14	929	i	1	2.9	699	0.2%	0.28	-0.3	0.38	-1	4.1	1.8	7.4	nt	nt
COc1ccccc1C(=O)N1CCN(Cc2cn[nH]c2-c2ccc(F)cc2F)CC1
→ -4.2%	-9	0	0.6	1403	i	-2	1.1	1018	0.1%	-1.2	-0.31	-0.49	1.3	2.8	3.0	7.0	-3	658
O=C(C1=C(O)C(=O)N(c2ncccn2)C1c1ccc(F)cc1)c1ccco1 (stereo not drawn)
→ nt	nt	nt	0.45	1172	nt	nt	-0.4	1270	nt	-0.24	-0.28	0.34	-0.015	nt	nt	nt	27	733
COc1ccc(NC(=O)N2CCN(C(=O)Nc3ccc(OC)cc3)CC2)cc1
→ nt	nt	nt	0.07	1456	nt	nt	-2.6	1097	nt	0.63	-0.11	0.22	-2.8	nt	nt	nt	17	646
CN(CCC#N)C(=O)COC(=O)c1ccc(CNS(=O)(=O)c2ccc(F)c(Cl)c2)cc1
→ -6.8%	-2	-4	-0.11	1492	i	-7	2.9	1052	5.6%	0.074	-0.17	0.13	-0.33	5.1	2.0	15	-6	679
O=C(O)c1ccc(N2C(=O)c3ccc(C(=O)c4cccc([N+](=O)[O-])c4)cc3C2=O)cc1
→ -6.3%	8	7	-0.37	1280	i	3	-0.1	1133	0.4%	0.22	-0.27	0.0088	0.39	4.3	1.9	6.8	-1	680
CC(=O)Oc1cc2c(C(=O)NCCCN3CCOCC3)c(C)oc2c2ccccc12
→ -4.4%	-15	4	0.12	1232	nt	nt	6.6	1396	-1.1%	-0.059	-0.22	0.28	-0.051	2.1	1.3	7.4	nt	nt
CCn1c(=O)c2cc(C(=O)Nc3cc(C)on3)sc2c2ccccc21
→ -3.3%	13	-2	-0.39	931	i	10	nt	nt	1.8%	-0.81	-0.26	-0.47	0.68	2.0	3.7	8.0	nt	nt
CCC(C)NCc1ccc(C(=O)OC)o1 (stereo not drawn)
→ -2.4%	-10	10	-0.16	1623	i	7	-1.4	1296	-1.3%	-0.42	-0.23	-0.89	0.81	2.0	2.0	7.4	nt	nt
C/C(=N\NC(=O)c1ccc(Cl)c(Cl)c1)c1cccc(NC(=O)C(C)C)c1
→ -0.1%	-20	16	-0.24	1410	i	12	1.0	1401	-1.2%	0.84	-0.16	0.95	0.8	2.6	1.9	7.7	nt	nt
Cc1cc2oc(=O)cc(Cn3nnc(-c4ccc(Cl)cc4)n3)c2cc1C(C)C
→ -8.5%	13	-4	-1.8	1224	i	2	-0.1	1086	-1.5%	-0.67	-0.31	-0.51	0.71	2.2	2.6	2.4	-29	646
COc1ccc(CN(C)CC(=O)NC2CCCc3ccccc32)cc1OC (stereo not drawn)
→ -2.8%	-11	-6	-0.94	1339	i	1	-1.1	1069	-0.9%	-0.018	0.031	0.091	-0.71	1.9	2.5	8.4	-32	784
O=c1c2ccccc2n2cnnc2n1-c1ccccc1
→ -1.7%	-51	-9	-1.6	1183	i	17	-4.5	967	nt	1.4	-0.3	0.67	-0.28	7.3	2.0	7.2	nt	nt
